HT1080 viability: cytotoxicity in HT1080 fibrosarcoma cells, cell-based, fluorescence readout (AID 620) | HT1080 viability, fluorescence; higher % means a stronger effect | cytotoxicity, % at 10 µM, or EC50 in µM where a hit was titrated | 87,000 compounds, 0.42% hits; in the data active = cytotoxicity above about 50%;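 note: cells exposed to compound overnight then 4 h with Alamar Blue; 0% = vehicle DMSO and 100% = killing control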
An asterisk follows results filed as active. Some of the compounds tested; the hit share may differ from the screen's.

SMILES	HT1080 viability
Cc1nc2c3ccccc3nc(SCC(=O)N3CC(C)CC(C)C3)n2n1 (stereo not drawn)	11%
CCCCn1c(SCC(N)=O)nc2c(sc3ccccc32)c1=O	7%
O=C(c1cccs1)N1CCCC1	9%
Cc1ccc2nc3c(cc2c1)c(NC(=O)C1CCCO1)nn3CC(C)C (stereo not drawn)	-16%
Cc1ccccc1CN1C(=O)Nc2ccccc2C(=O)N1C(C)(C)C	10%
CN(CC(=O)Nc1ccccc1C(=O)N1CCCC1)S(=O)(=O)c1ccc(Br)cc1	-1%
CSc1ccc(S(=O)(=O)NCc2ccccc2)cc1	19%
Cc1onc(-c2ccccc2Cl)c1C(=O)NCc1ccccc1	0%
Cc1cc(C)cc(N(CC(=O)N2CCC(C)CC2)S(=O)(=O)c2ccccc2)c1	3%
CCc1cc[n+](-c2nc3ccccc3nc2C(=C=[N-])C#N)cc1	-10%
CCOc1ccc(CN(C(=O)c2cc3ccccc3oc2=O)C2CC2)cc1	-9%
COC(=O)c1ccc(OC)c(CSc2nnc(-c3ccc(C(C)(C)C)cc3)o2)c1	-24%
Cc1ccc(C(=O)c2oc3nc(C)cc(C)c3c2N)cc1	17%
Cc1ccnc(NC(=O)c2cccs2)c1	-25%
CC(=O)C1C(=O)c2c(cccc2[N+](=O)[O-])C1=Nc1ccccc1C (stereo not drawn)	1%
Brc1ccc(-c2nnc3n2C2(CCCC2)Cc2ccccc2-3)o1	0%
O=C(Nc1ccccc1)c1cccc(S(=O)(=O)N2CCCCC2)c1	10%
CCC(C)(C)C(=O)Nc1ncc(S(=O)(=O)c2ccc([N+](=O)[O-])cc2)s1	-7%
Cc1ccc(S(=O)(=O)N(C)CC(=O)O/N=C(\N)c2ccc([N+](=O)[O-])cc2)cc1	-4%
Cc1ccc(N=CC2=C(O)CC(c3ccco3)CC2=O)cc1 (stereo not drawn)	7%
C(=N\n1cnc2ccccc21)/c1cccnc1	-4%
Cc1noc2ncc(C(=O)c3cc(F)ccc3O)cc12	-6%
Cc1ccc(-c2cc(N)n[nH]2)cc1	2%
CCCCCC(=O)Nc1ccc(Cc2ccncc2)cc1	-6%
CN(C(=O)c1ccc(C#N)cc1)c1nnc(-c2ccccn2)s1	-11%

Remaining list, next part.
SMILES	HT1080 viability
CC1=NNC(=O)C1C(c1ccccc1)C(C#N)C#N (stereo not drawn)	1%
O=C(CSc1nc2ccccc2o1)Nc1ccccc1N1CCOCC1	-16%
COc1ccc(/C=N/Nc2ccc([N+](=O)[O-])cc2)cc1Cn1cc([N+](=O)[O-])cn1	11%
CCn1c(=O)c2c3c(sc2n2cnnc12)CCC3	-14%
COc1ccc(CC(=O)Nc2ccc(S(=O)(=O)NC(C)C)cc2)cc1	-2%
COc1ccc(C(=O)OCC(=O)Nc2ccc(F)cc2F)cc1OC	-1%
Cc1c(N=Cc2cccnc2)c(=O)n(-c2ccccc2)n1C	8%
Cc1c(NC(=O)c2ccc(F)c(S(=O)(=O)N3CCOCC3)c2)c(=O)n(-c2ccccc2)n1C	-10%
N#Cc1cc(-c2ccccc2)nnc1Sc1ccc(Cl)cc1	12%
O=C(Nc1ccccc1-c1nc2ccccc2s1)c1ccc(Br)o1	-2%
COc1cccc(C2C(C(C)=O)=C(O)C(=O)N2Cc2ccco2)c1 (stereo not drawn)	19%
S=C1NCCc2ccc(Cl)cc2C1c1ccccc1 (stereo not drawn)	2%
C/C(=N\NC(=O)CC1N=C(Cc2ccccc2)NNC1=O)c1ccc(C)cc1 (stereo not drawn)	-7%
COc1ccc(OCCSc2nc(N)cc(N)n2)cc1	-2%
Cc1cccc(NC(=S)N2N=CCC2c2ccccc2)c1 (stereo not drawn)	-1%
O=C(CCCCCN1C(=O)c2ccccc2C1=O)Nc1ccccc1	-2%
O=c1oc(/C=C/c2ccco2)nc2sc3c(c12)CCC3	-3%
COc1ccc(Cc2nc(N)nc(N)n2)cc1	1%
Cc1cc(C)c2c(N)c(C(=O)NCC3CCCCC3)sc2n1	1%
O=C(CCS(=O)(=O)Cc1ccccc1)N1CCN(c2ccccc2)CC1	-6%
O=C(c1ccccc1S(=O)(=O)NCC(O)COc1ccc([N+](=O)[O-])cc1)N1CCCCC1 (stereo not drawn)	-7%
Cc1ccc(-c2nn(Cc3ccccc3)cc2/C=C/C(=O)O)cc1	-5%
O=C(NCc1ccccc1)c1ccc(S(=O)(=O)N2CCCc3ccccc32)cc1	-22%
COC(=O)[C@@]1(Cc2ccc(F)cc2)[C@H]2c3cc(C(=O)N(C)C)n(CCO)c3C[C@H]2CN1C(=O)c1ccccc1	-10%
CCCSc1nnc(NC(=O)c2nc(SC)ncc2Cl)s1	9%

Continuation:
SMILES	HT1080 viability
CCOC(=O)Nc1ccc(NC(=O)OCC)cc1	-12%
Clc1cccc(CNc2nnnn2-c2ccccc2)c1	20%
O=C(Cc1ccccc1)NCC1COc2ccccc2O1 (stereo not drawn)	0%
CN1C(=O)CC(NNC(=O)c2ccccc2)C1=O (stereo not drawn)	-4%
CCN(CC)Cc1c(O)ccc2occ(C(=O)c3ccc(OC)cc3)c12	-3%
CCn1c2ccccc2c2nnc(SCC(N)=O)nc21	6%
COC(=O)[C@@H]1C[C@@]2(O)[C@@H](O)[C@@H](O)[C@@H](O)C[C@H]2N1Cc1cc(F)ccc1F	12%
O=C(COc1ccccc1)Nc1ncccn1	-10%
C=CCn1c(=O)c(C(=O)Nc2cccnc2)c(O)c2ccccc21	11%
CCCc1nc(NCc2ccccn2)c2nnn(Cc3ccccc3F)c2n1	-8%
CC1OC2(OC1C)C(=O)Nc1ccccc12 (stereo not drawn)	-8%
COc1ccc(F)cc1S(=O)(=O)NC1CCCC1	3%
COc1ccc(OC)c(-n2c(-c3ccccc3)n[nH]c2=S)c1	-6%
Cc1ccc(Cn2nc(C)c(NC(=O)C3CC3)c2C)cc1	0%
CCN(CC)c1ccc(/C=c2\sc3nnc(-c4ccccc4Cl)n3c2=O)cc1	-7%
Cn1c2ccc(F)cc2c2ncn(CCCN(CCO)CCO)c(=O)c21	5%
CCCN1CCN(C(=O)c2ccc(Sc3ccc(C)cc3)c(NC(C)=O)c2)CC1	16%
Cc1ccc(C2CC2C(=O)NNC(=S)Nc2cccc(C)c2)cc1 (stereo not drawn)	12%
O=C/C(=C\Nc1ccc(Cl)cn1)c1nc2ccccc2o1	-14%
NS(=O)(=O)c1cccn1-c1ncc(C(F)(F)F)cc1Cl	10%
CCOc1ccc(NC(=O)c2cccc3c2C(=O)N(CCOC)C3)cc1	-2%
Cc1cc[n+](-c2nc([O-])sc2/C=N/Nc2ccc([N+](=O)[O-])cc2)cc1	2%
Cc1[nH]c2ccccc2c(=O)c1SC(F)(F)C(F)C(F)(F)F (stereo not drawn)	2%
O=c1c(-c2cc3ccccc3o2)[n+]([O-])c2ccccc2n1OCc1ccccn1	-8%
CCC(=O)Nc1ccc(S(=O)(=O)NCCc2ccccc2)cc1	-5%

Continuation:
SMILES	HT1080 viability
O=c1cc(N2CCOCC2)c2ccccc2o1	7%
C=CCOn1c(=O)c(-c2ccc(OC)c(OC)c2)[n+]([O-])c2ccccc21	16%
CC(C)c1cc(Br)ccc1OCCCN1C(=O)NC(C)(C)C1=O	-14%
CCN(C1CCCCC1)S(=O)(=O)c1ccc(S(=O)(=O)N(CC(=O)Nc2ccccc2)C2CC2)cc1	9%
S=c1sc2c(N3CCN(Cc4ccccc4)CC3)ncnc2n1-c1ccccc1	-4%
Cc1cccc(CCNC(=O)C2CCN(S(=O)(=O)c3cccc4nsnc34)CC2)c1	0%
COc1ccc(C(=O)N2CCCCC2)cc1S(=O)(=O)Nc1cccc(C(=O)O)c1	0%
Cc1cc(F)c(F)c(C(=O)N2CCOCC2)c1Cl	9%
Cc1ccc(Sc2c(C)nn(C(=O)c3cccc(S(=O)(=O)N4CCOCC4)c3)c2C)cc1	-6%
O=C(CSc1nccn1Cc1ccccc1)NCc1ccccc1	10%
C=CCCCCCCCCc1nc(=S)[nH][nH]1	23%
COC(=O)COc1ccc(S(=O)(=O)NCCC2=CCCCC2)cc1Cl	-5%
O=C(COC(=O)C12CC3CC(CC(C3)C1)C2)NC12CC3CC(CC(C3)C1)C2	-13%
O=C(c1ccc(F)cc1)C1CCN(C(=O)NC2CCCCC2)CC1	4%
c1ccc(-c2nc(N3CCNCC3)nc3ccccc23)cc1	2%
Cc1ccc(-c2c3c(=O)n(C)c(=O)n(C)c3cn2Cc2ccccc2)cc1	20%
COc1cc(C(=O)Oc2cccc(C)c2)cc(OC)c1OC	-20%
COc1ccc(S(=O)(=O)Nc2ccc3c(c2)OCO3)cc1C	-12%
CC(=O)N1CCC2(CC1)C(C#N)=C(N)OC1=C2C(=O)CC(C)(C)C1	-7%
CC1=C(C)/C(=N/OC(=O)c2cccc([N+](=O)[O-])c2)C=CC1=O	8%
Cc1cc(C)n(-c2nc3c(c(=O)[nH]c(=O)n3C)n2CC(O)COc2ccc(Cl)cc2Cl)n1 (stereo not drawn)	8%
CCC(C(=O)O/N=C(\N)c1ccc(Cl)cc1)c1ccccc1 (stereo not drawn)	18%
O=C(NCC(=O)N(Cc1cccs1)C(C(=O)NC1CCCCC1)c1ccco1)c1ccco1 (stereo not drawn)	-2%
CCOC(=O)N1CCN(CCC(=O)Nc2ccc(OC)cc2OC)CC1	-2%
CC(C)CCn1nnnc1C(C(C)C)N1CCC(C(N)=O)CC1 (stereo not drawn)	0%

Continuation.
SMILES	HT1080 viability
O=C(NCCOC(=O)c1ccc(Cl)cc1)c1cccnc1	-10%
CC(=O)Nc1c(O)nc(SCC(=O)Nc2sc3c(c2C#N)CCCCCC3)[nH]c1=O	3%
CC(C)c1cccc2nc3c(c([Si](C)(C)C)c12)Cn1c-3cccc1=O	-13%
COc1ccccc1-n1cnnc1SCC(=O)N1CC(=O)Nc2ccccc21	-4%
CCN(CC(=O)NC1CCS(=O)(=O)C1)c1ccc(S(C)(=O)=O)cc1[N+](=O)[O-] (stereo not drawn)	0%
O=C(Cc1ccccc1)N1CCCC(c2nc(-c3ccc(S(=O)(=O)N4CCCC4)cc3)no2)C1 (stereo not drawn)	-4%
Cc1ccc(OC(=O)c2cccc(C(=O)Oc3ccc(C)cc3)n2)cc1	-5%
CCC(C)NCc1ccc(C(=O)OC)o1 (stereo not drawn)	14%
O=C(Nc1nc2c(s1)CN(Cc1ccccc1)CC2)c1cccc(S(=O)(=O)N2CCc3ccccc32)c1	12%
O=P(OC1CCCCC1)(OC1CCCCC1)C(O)c1ccc(Cl)cc1Cl (stereo not drawn)	9%
O=C(Oc1ccccc1Cl)c1ccccc1P(=O)(O)O	10%
CC1=CC(=O)C(C(C)C)=C/C1=N/OC(=O)c1cccc([N+](=O)[O-])c1	-4%
CCOc1ccc2[nH]c(C)c(CN3CCN(C)CC3)c(=O)c2c1	-3%
COC(=O)c1cc(COc2ccc3c(c2)oc(=O)c2ccccc23)c(C)o1	12%
Cc1ccccc1C(=O)NC1CCN(C(=O)N(c2ccccc2)c2ccccc2)CC1	-11%
CC(C)(C)NC(=O)CN1CCC(O)(c2ccc3c(c2)OCO3)CC1	8%
CCC(N1CCOC1=O)S(=O)(=O)c1ccc(C)cc1 (stereo not drawn)	-2%
COc1ccc(Oc2ncc(CN3CCN(c4ccccc4)CC3)s2)cc1	-3%
O=C(Nc1nc2c(c(=O)[nH]1)CCCC2)C1CC1	-2%
Cc1cc(C(=O)OCC(=O)NC2CCCCC2)c(C)o1	6%
Cc1ccc(-c2nnc(NC3CCCCC3)c3ccccc23)cc1S(=O)(=O)N1CCN(C)CC1	-3%
O=C(NCCCN1CCCC1=O)NC1CCCCC1	-2%
Cc1nc2nc(CSc3ccc(Cl)cc3)cc(=O)n2[nH]1	-1%
COc1ccc(NC(=O)CSc2ncc(-c3ccc(F)cc3)n2Cc2ccco2)cc1	-7%
Cc1occc1-c1nnc(SCC(=O)Nc2nc3ccccc3s2)o1	8%
c1ccc(OCCSc2nc3ccccc3[nH]2)cc1	0%
COc1ccc(N2CCN(C(=O)CN(Cc3ccc(Cl)cc3)S(C)(=O)=O)CC2)cc1	-6%
O=C(Nc1ccc2nsnc2c1)N1CCCCCC1	-6%
O=C(Nc1ccc(-c2nc3ccc(NC(=O)c4cccs4)cc3[nH]2)cc1)c1cccs1	16%

Compounds above that contain an aryl thioether with sulfur outside any ring:
SMILES	HT1080 viability
Cc1nc2c3ccccc3nc(SCC(=O)N3CC(C)CC(C)C3)n2n1 (stereo not drawn)	11%
CCCCn1c(SCC(N)=O)nc2c(sc3ccccc32)c1=O	7%
CSc1ccc(S(=O)(=O)NCc2ccccc2)cc1	19%
COC(=O)c1ccc(OC)c(CSc2nnc(-c3ccc(C(C)(C)C)cc3)o2)c1	-24%
O=C(CSc1nc2ccccc2o1)Nc1ccccc1N1CCOCC1	-16%
N#Cc1cc(-c2ccccc2)nnc1Sc1ccc(Cl)cc1	12%
COc1ccc(OCCSc2nc(N)cc(N)n2)cc1	-2%
CCCSc1nnc(NC(=O)c2nc(SC)ncc2Cl)s1	9%
CCn1c2ccccc2c2nnc(SCC(N)=O)nc21	6%
CCCN1CCN(C(=O)c2ccc(Sc3ccc(C)cc3)c(NC(C)=O)c2)CC1	16%
Cc1[nH]c2ccccc2c(=O)c1SC(F)(F)C(F)C(F)(F)F (stereo not drawn)	2%
Cc1ccc(Sc2c(C)nn(C(=O)c3cccc(S(=O)(=O)N4CCOCC4)c3)c2C)cc1	-6%
O=C(CSc1nccn1Cc1ccccc1)NCc1ccccc1	10%
CC(=O)Nc1c(O)nc(SCC(=O)Nc2sc3c(c2C#N)CCCCCC3)[nH]c1=O	3%
COc1ccccc1-n1cnnc1SCC(=O)N1CC(=O)Nc2ccccc21	-4%
Cc1nc2nc(CSc3ccc(Cl)cc3)cc(=O)n2[nH]1	-1%
COc1ccc(NC(=O)CSc2ncc(-c3ccc(F)cc3)n2Cc2ccco2)cc1	-7%
Cc1occc1-c1nnc(SCC(=O)Nc2nc3ccccc3s2)o1	8%
c1ccc(OCCSc2nc3ccccc3[nH]2)cc1	0%

Source: PubChem BioAssay
